# GRIN3A LBD mod = NR3A (human) ligand-binding domain modulation. 340,000 tested, 2.5% active. Tm shift relative to glycine control, % at 25 µM. NR3A LBD differential scanning fluorimetry, Tm shift; 0% = protein alone, 100% = glycine-bound protein;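 active = melting temperature shift of at least 10% of the positive control shift, at one fixed dose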
# MPTP inh = inhibitors of mitochondrial permeability transition pore | isolated mouse mitochondria, Ca2+ swelling absorbance, 30 min | inhibition, % at 10 µM | 360,000 tested, 1.4% active | AID 602449;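 active = inhibition of 50% or more, scaled per plate between neutral and stimulator controls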;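 note: 0% = DMSO wells given calcium and 100% = 1 mM EGTA wells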
# PfG6PD inh = PfG6PD (Plasmodium falciparum) enzyme inhibition. 350,000 tested, 0.78% active. inhibition, % at 20 µM. PfGluPho enzyme, NADPH resazurin-diaphorase fluorescence;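 active = inhibition reaching at least a set limit at 20 µM in the primary screen, cut at about 59% in these data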;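 note: 0% = DMSO wells with substrate and 100% = DMSO wells lacking glucose-6-phosphate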
# SENP8 inh = blocks human SENP8 cleavage of Nedd8 substrate | Q96LD8 | recombinant SENP8, Nedd8 substrate fluorescence | inhibition, % at 20 µM | 360,000 tested, 0.64% active; in the data active = inhibition mostly above about 40%, no sharp cut-off; inactive = mostly below about 27%
# Target sequence (Q96LD8 whole entry, looked up): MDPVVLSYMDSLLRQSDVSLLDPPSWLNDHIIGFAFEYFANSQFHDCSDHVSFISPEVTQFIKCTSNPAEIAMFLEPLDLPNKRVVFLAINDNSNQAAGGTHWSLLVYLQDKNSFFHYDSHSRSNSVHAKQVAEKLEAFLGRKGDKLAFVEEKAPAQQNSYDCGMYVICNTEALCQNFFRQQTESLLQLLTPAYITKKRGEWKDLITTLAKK
# SENP6 block = SENP6 protease inhibition; Q9GZR1; Recombinant SENP6 catalytic domain, aminoluciferin luminescence; inhibition, % at 10 µM; 330,000 tested, 1.8% active;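 active = inhibition above about 50% at the single tested dose, limit read from the data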;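 note: plate controls were DMSO wells with enzyme for no effect and DMSO wells lacking enzyme for full effect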
# Target sequence (Q9GZR1 628-1112 limits assumed): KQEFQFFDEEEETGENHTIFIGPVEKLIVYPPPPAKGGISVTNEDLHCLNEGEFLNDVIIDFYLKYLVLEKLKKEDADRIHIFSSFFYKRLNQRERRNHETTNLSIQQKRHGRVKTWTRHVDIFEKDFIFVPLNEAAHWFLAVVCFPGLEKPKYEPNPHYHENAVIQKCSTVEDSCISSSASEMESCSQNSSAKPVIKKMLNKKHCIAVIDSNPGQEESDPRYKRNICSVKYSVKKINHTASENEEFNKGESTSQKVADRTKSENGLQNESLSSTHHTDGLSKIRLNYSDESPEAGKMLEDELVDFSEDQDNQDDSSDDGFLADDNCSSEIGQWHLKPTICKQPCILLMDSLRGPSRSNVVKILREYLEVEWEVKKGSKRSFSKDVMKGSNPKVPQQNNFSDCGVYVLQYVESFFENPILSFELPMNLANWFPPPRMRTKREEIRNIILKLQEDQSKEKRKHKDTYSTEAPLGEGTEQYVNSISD
# SENP7 inh = blocks the human protease SENP7; recombinant SENP7, Z-RLRGG-aminoluciferin luminescence, 40 min; inhibition, % at 5 µM; 330,000 tested, 1.5% active; AID 434973;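 active = inhibition above about 50% at the single test dose, limit read from the data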;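 note: plate controls were DMSO with enzyme for no effect and no enzyme buffer wells for full effect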
# HKDC1 inhibitor = inhibitors of human hexokinase HKDC1; Q2TB90; recombinant HKDC1, G6PDH/diaphorase resazurin coupled fluorescence; inhibition, % at 20 µM; 340,000 tested, 0.16% active; AID 493160;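 active = inhibition above about 35% when tested at 20 µM, limit read from the data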;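 note: plate controls were DMSO wells with enzyme for no effect and DMSO wells lacking enzyme for full effect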
#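 Test system: Recombinant HKDC1 (HK5) hexokinase enzyme, produced in-house | Input: HKDC1 at 5 µg/mL | Buffer or medium: Tris pH 8.0 buffer with MgCl2, Tween-20, BSA, BME | Schedule: 90 min reaction incubation at room temperature, dark | Technique: Resazurin-to-resorufin fluorescence via G6PDH and diaphorase coupling, 525/613 nm | Controls: DMSO wells with and without enzyme mix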
# ATG4B inhibitor = ATG4B (human) cysteine protease inhibition; Q9Y4P1; ATG4B cleavage of LC3-PLA2, NBD-HPC fluorescence, 1 h; inhibition, % at 8.33 µM; 340,000 tested, 0.51% active; in the data active = inhibition above about 40%
# Target sequence (Q9Y4P1 whole entry, looked up): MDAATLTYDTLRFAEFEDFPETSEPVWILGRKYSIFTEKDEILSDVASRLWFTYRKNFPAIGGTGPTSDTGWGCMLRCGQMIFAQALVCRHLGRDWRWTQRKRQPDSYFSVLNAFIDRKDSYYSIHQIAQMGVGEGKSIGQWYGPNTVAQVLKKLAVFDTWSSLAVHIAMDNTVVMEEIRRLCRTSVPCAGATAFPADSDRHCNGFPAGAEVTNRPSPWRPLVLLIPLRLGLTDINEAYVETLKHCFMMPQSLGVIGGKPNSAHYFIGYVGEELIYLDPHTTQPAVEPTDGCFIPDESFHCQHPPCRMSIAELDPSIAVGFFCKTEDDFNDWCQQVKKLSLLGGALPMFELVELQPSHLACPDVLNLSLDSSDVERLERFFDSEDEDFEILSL
# * hit, by the source's call; · = not tested or not shown; & = joins results of further samples.
SMILES,GRIN3A LBD mod,MPTP inh,PfG6PD inh,SENP8 inh,SENP6 block,SENP7 inh,HKDC1 inhibitor,ATG4B inhibitor
CCC1=NN(C(=O)Cc2ccc(OC)cc2)C(O)(C(F)(F)F)C1 (stereo not drawn),0,-0.9,-16,2,-13,4,15,-18
COc1ccc(N2CCN(CCNC(=O)Nc3ccc(C)cc3Cl)CC2)cc1,2,-0.6,5,17,-22,5,-3,-5
CC(=O)N1CCC(=O)N(C(C)C)c2ccccc21,0,4.7,-6,20,2,9,-4,7
Cc1ccccc1COc1ccc(/C=N/NC(=O)c2nnn(-c3nonc3N)c2CN2CCC(C)CC2)cc1,87*,1.3,9,1,-2,-3,2,13
O=C(Oc1cccc(-n2cnnn2)c1)c1ccccc1,0,-1.8,0,17,-2,4,1,-4
Cc1ccc(C(=O)N2CCN(c3ccc(NC(=O)c4cccs4)cc3)CC2)cc1,-2,-0.6,-2,5,-16,-8,-6,3
COc1ccc(C(=O)Cc2cc(OC)c(OC)cc2[N+](=O)[O-])c(OC)c1,1,1.4,-9,19,-5,1,-7,-13
CCCOc1ccc(Cc2nn3c(=O)/c(=C/c4ccco4)sc3nc2=O)cc1,-1,1.2,4,26,-6,-2,0,2
Cc1occc1-c1nnc(SCC(=O)c2c(N)n(Cc3ccccc3)c(=O)n(C)c2=O)n1C,3,2.4,3,7,-26,-3,1,-8
Cc1ccc(S(=O)(=O)NC2CCCC(C(=O)O)C2)cc1 (stereo not drawn),0,0.2,-12,23,-4,-1,-5,3
CC(C)CN(C(=O)c1cccc(S(=O)(=O)N2CCN(c3ccc(F)cc3)CC2)c1)C1CCS(=O)(=O)C1 (stereo not drawn),0,-0.6,-11,10,-10,0,-4,-5
CC(C)(C)c1cc(-c2ccco2)c(C#N)c(SCC#N)n1,3,2.8,-2,-84,-13,-5,-7,-9
O=C(c1ccc(-n2cnnn2)cc1)N1CCCCC1,0,0.4,-10,26,-7,-7,0,-6
O=C1CC(N2CCN(c3ccc(O)cc3)CC2)C(=O)N1Cc1cccs1 (stereo not drawn),0,0.2,67*,15,-8,5,-2,-1
CCOC(=O)c1cc2c(ccn2C)n1CC(=O)N1CCCC(C)C1 (stereo not drawn),0,-0.8,0,23,19,6,8,-16
CCCOC(=O)c1c(-c2ccc(OC)cc2)oc2ccc(-c3ccc(OC)nc3)cc12,15*,1.1,8,-486,-4,-1,-1,7
COc1ccc(/C=N/NC(=O)c2ccc(COc3cccc4cccnc34)cc2)cc1OC,5,-1.2,-7,-232,-10,-4,-6,-21
COc1ccc(NC(=O)c2cc(S(=O)(=O)N3CCCCC3)c[nH]2)cc1,-1,0.0,0,-2,0,2,-1,-6
COc1ccc(-c2csc3ncnc(N4CCN(c5cccc(OC)c5)CC4)c23)cc1,0,-0.1,20,-8,-6,11,4,-7
O=C(Cn1nc(C(=O)O)c2ccccc2c1=O)Nc1cc(Cl)ccc1-n1cncn1,-2,-0.3,-2,14,-7,-3,-4,2
COc1ccccc1C=NN=C(NN=Cc1ccccc1OC)NN=Cc1ccccc1OC,-2,94*,77*,-50,·,·,-21,1
N#C/C(=C\c1ccc(O)c([N+](=O)[O-])c1)C(=O)NCc1ccccc1,0,7.0,-20,27,-21,-7,-3,-3
COc1ccc(CC2NCCC3=CC(=O)CCC32)cc1O (stereo not drawn),0,0.8,9,-24,-10,1,1,0
CCN(CC)S(=O)(=O)c1ccc(S(=O)(=O)N2CCC(C(=O)NC3CCN(Cc4ccccc4)CC3)CC2)cc1,-2,0.4,-14,1,-32,-5,-10,-1
CC(=O)Nc1ccc(NC(=O)CSCCc2ccccn2)cc1,5,1.9,4,1,-13,19,-5,-6
Cc1nn(-c2ccccn2)c(N)c1N=O,0,-0.4,6,14,-9,-7,2,-2
Cc1cc(NC(=O)CSc2nnc(N)s2)c([N+](=O)[O-])cc1C,-1,-0.4,1,8,-27,-6,11,3
O=C(c1cccc(S(=O)(=O)N2CCCC2)c1)N1CCN(c2ncccn2)CC1,-1,24,-15,1,-6,-9,-10,7
COc1ccc2[nH]c(O)c(N=NC(=O)c3ccc(NS(=O)(=O)c4cccs4)cc3)c2c1,2,0.1,-5,6,1,3,-3,-10
Cc1cc([N+](=O)[O-])nn1CC(=O)NCCCN1CCOCC1,-1,-0.6,-2,-1,-8,3,-7,1

# Gathered by group: the compounds so far containing a cyano group.
SMILES,GRIN3A LBD mod,MPTP inh,PfG6PD inh,SENP8 inh,SENP6 block,SENP7 inh,HKDC1 inhibitor,ATG4B inhibitor
CC(C)(C)c1cc(-c2ccco2)c(C#N)c(SCC#N)n1,3,2.8,-2,-84,-13,-5,-7,-9
N#C/C(=C\c1ccc(O)c([N+](=O)[O-])c1)C(=O)NCc1ccccc1,0,7.0,-20,27,-21,-7,-3,-3

# Remaining list, next part.
SMILES,GRIN3A LBD mod,MPTP inh,PfG6PD inh,SENP8 inh,SENP6 block,SENP7 inh,HKDC1 inhibitor,ATG4B inhibitor
Cc1nn(-c2ccccn2)c2c1C(c1ccsc1)C1=C(CCCC1=O)N2 (stereo not drawn),-1,-4.1,-1,-189,-11,5,7,-5
Cc1cc(C)c(OCC(=O)OCC(=O)NCC2CCCCC2)c(C)c1,1,-0.4,-8,9,-6,1,-2,10
O=C(CN1CCCCCCC1)N/N=C/c1ccc(F)cc1F,24*,-0.7,2,12,-13,-9,-5,0
O=C(c1ccccc1)c1ccc[nH]1,-4,-1.4,8,6,·,·,6,2
O=C(Nc1ccc(F)cc1)C1CCN(c2nnnn2-c2ccccc2)CC1,-1,1.4,-2,-110,9,8,0,-12
COc1ccc2[nH]c(C(=O)NCc3ccccc3)c(C)c2c1,-4,0.2,-10,-277,-1,2,0,5
NC(=O)c1ccc(NC(=O)COC(=O)/C=C/c2ccc3c(c2)OCO3)cc1,-2,1.9,-10,-333,12,5,-9,5
Cc1cc(-c2ccc(C)c(S(=O)(=O)Nc3cc(C)on3)c2)on1,1,-0.7,-7,12,-6,12,-4,-3
COc1ccc(-n2c(Cc3cccn3C)nnc2SCC(=O)Nc2ccc3c(c2)OCCO3)cc1,0,0.0,3,2,-7,12,-2,-1
CC1CCCCC1NC(=O)CSc1ccc([N+](=O)[O-])cc1 (stereo not drawn),1,3.1,19,20,-24,4,-3,-11
CCCc1nnc2c(N(C)S(=O)(=O)c3ccc(C)cc3)nc3ccccc3n12,-6,0.3,15,5,3,-6,-2,8
O=C(O)c1cnn(-c2ccccc2)c1-c1ccncc1,1,0.0,-10,7,-23,-1,-1,-3
CC1(C)SC(=S)N(NC(=O)Nc2cccc3ccccc23)C1N(O)C(=O)Nc1ccccc1 (stereo not drawn),23*,95*,20,4,1,1,-2,46*
Cc1ccc(CNC(=O)CCNS(=O)(=O)c2ccc3c(c2)c(=O)n(C)c(=O)n3C)cc1,1,-2.4,-10,7,3,-1,2,-4
COCCCNc1nc2c(c(=O)n(Cc3ccc(F)cc3)c(=O)n2C)n1C,0,0.0,6,13,-1,9,2,-6
Nn1c(SCC(=O)Nc2ccc(OC(F)F)cc2)nnc(Cc2ccccc2)c1=O,-4,-0.4,12,9,15,-4,-3,-3
CCCCCCn1cc(C(=O)O)c(=O)c2ccccc21,0,-2.6,-10,26,8,-2,2,3
CC(C)c1ccc(NS(=O)(=O)c2ccc(Cl)nc2)cc1,-18,11,0,11,-2,-9,-4,0
CC(=O)c1ccc(N2CCN(CC(O)c3ccccc3)CC2)cc1 (stereo not drawn),1,1.8,-12,-54,16,6,-4,-1
COc1ccc2[nH]cc(CCNS(=O)(=O)Cc3ccccc3)c2c1,0,-1.1,-13,-9,-11,0,-9,-10
COc1ccccc1C(=O)Nc1ccnn1C1CCN(Cc2csc(C(C)=O)c2)CC1,0,0.0,8,3,-4,7,0,0
CN(C)/N=C1\CCS(=O)(=O)c2sccc21,0,-0.2,-8,4,1,-4,-2,-8
Cc1nn(-c2ccccc2)c(Cl)c1C(=O)OC(C)C(=O)NC(=O)NC1CCCCC1 (stereo not drawn),0,0.5,-11,-2,-15,-3,2,-3
O=C(O)CSCC(=O)NC1CCCc2ccccc21 (stereo not drawn),1,0.2,8,-1,-3,-5,-4,-5
Cc1ccccc1OCc1nc2ccccc2n1C,-2,-0.1,-14,10,-5,72*,6,12
COCCCn1nnnc1SCC(=O)Nc1nc(C)c(C)s1,1,-0.8,-9,9,-20,0,0,-8
N#CCc1c(C#N)c(N)nc(N2CCN(S(=O)(=O)c3ccccc3)CC2)c1C#N,-2,-2.0,7,-314,-21,-2,-3,-5
O=C(Cc1ccccc1F)Nc1nc(-c2ccc(F)c(F)c2)cs1,-1,4.7,27,3,-35,3,-2,-17
COc1ccc(N(C(=O)c2ccco2)S(=O)(=O)c2cccc([N+](=O)[O-])c2)cc1,-2,0.4,-10,13,2,-9,9,7
CC(NC(=O)Cc1ccc(NS(=O)(=O)c2cccc(C(F)(F)F)c2)cc1)c1ccccn1 (stereo not drawn),-2,-0.1,-13,9,-7,1,-4,-1
O=C(O)C1=C[C@H](c2ccc3c(c2)OCO3)C[C@H](OCc2ccc(CO)cc2)O1,2,-2.7,5,-49,1,-13,-2,-2
COc1ccc(NC(=O)c2cccc(OC(F)F)c2)cc1Cl,31*,4.9,54,12,76*,80*,-1,-2
CC(C)(C)c1ccc(C(=O)NNC(=O)c2ccccc2Br)cc1,0,24,-31,2,-13,9,14,18
O=C(COc1ccc(Cl)cc1Cl)NCCC1=CCCCC1,2,0.3,4,31,-13,0,2,0
Cc1c(Cl)cccc1NC(=S)NCc1cccs1,0,20,-11,0,14,13,-4,57*
COc1ccc(-n2c(=S)[nH]c3cc(C(=O)NCc4ccco4)ccc3c2=O)cc1OC,-2&1,-0.2&-1.2,-3&21,6&0,5,-2,-3&-11,-2&-5
Cc1ccccc1-n1ncc2c1CC(C)(C)CC2NC(=O)CN1CCCC1=O (stereo not drawn),3,-0.7,-4,-4,-9,-7,-7,17
CCN(C(=O)COC(=O)CNC(=O)c1ccc(C)s1)c1ccccc1,0,-0.3,15,7,9,-8,-13,-1
COc1ccc(OCC(CO)N2CCN(c3ccccc3)CC2)cc1 (stereo not drawn),0,-1.1,7,5,·,·,-6,-8
COc1ccc2[nH]c(=O)c(CN(CCc3cccc(C)c3)C(C)=O)cc2c1,3,4.7,10,-261,-21,-2,-1,4
CCN(CC)c1ccc2c(c1)oc(=O)c1c(Cl)cc(=O)oc12,0,0.3,8,-281,-1,2,49*,1
COc1ccccc1/C=N/NC(=O)c1cccc2ccccc12,-1,-1.3,10,-8,-16,-5,-11,-6
Cc1ccc(CNC(=O)c2cn(C3CCCCC3)c(=O)c3c2c2ccccc2n3C)o1,0,0.7,43,-460,2,2,6,-2
COc1ccc(Cl)cc1N1C(=O)C2CCCN2C1c1cccc(F)c1 (stereo not drawn),-3,0.1,-7,10,-4,-7,-4,-1
c1ccc(CN(Cc2ccco2)C(c2ccncc2)c2nnnn2C2CCCC2)cc1 (stereo not drawn),0,0.9,15,1,17,2,-4,0

# Quoted at random: 3 records from the list, in no set order.
SMILES,GRIN3A LBD mod,MPTP inh,PfG6PD inh,SENP8 inh,SENP6 block,SENP7 inh,HKDC1 inhibitor,ATG4B inhibitor
N#C/C(=C\c1ccc(O)c([N+](=O)[O-])c1)C(=O)NCc1ccccc1,0,7.0,-20,27,-21,-7,-3,-3
Cc1nn(-c2ccccc2)c(Cl)c1C(=O)OC(C)C(=O)NC(=O)NC1CCCCC1 (stereo not drawn),0,0.5,-11,-2,-15,-3,2,-3
CCCOc1ccc(Cc2nn3c(=O)/c(=C/c4ccco4)sc3nc2=O)cc1,-1,1.2,4,26,-6,-2,0,2

# (cont.)
SMILES,GRIN3A LBD mod,MPTP inh,PfG6PD inh,SENP8 inh,SENP6 block,SENP7 inh,HKDC1 inhibitor,ATG4B inhibitor
COc1ccccc1NC(=O)C1C2C=CC3(CN(Cc4cccnc4)C(=O)C13)O2 (stereo not drawn),-3,0.0,-6,10,-12,2,-3,3
CCOC(=O)C1CCN(C(=O)C2CCN(S(=O)(=O)c3c(C)noc3C)CC2)CC1,2,-1.3,14,15,-15,7,2,-5
CCCc1cc(-c2n[nH]c(C(=O)OCC)c2-c2cscn2)c(O)cc1O,-1,-1.3,13,21,-14,9,-10,-6
Cc1cccc(NC(=O)CSCc2cc(=O)n3nc(C4CC4)sc3n2)c1,-1,-0.1,6,2,-25,3,-2,-6
